Screens deposited in PubChem BioAssay by several laboratories.
RmlCD inh mix: inhibitors of RmlC and RmlD coupled enzymes. 0.39% of 110,000 active. RmlC/RmlD coupled enzyme inhibition, 384-well mixture HTS. inhibition, % at 5.5 µM; in the data active = inhibition above about 30%, passing the limit was not always enough; inconclusive = no clear call, values can overlap the other calls; note: strong numbers were not always called active
HIV RNase H inh: inhibitors of HIV-1 reverse transcriptase RNase H; RT-RNase H RNA/DNA duplex cleavage, fluorescence; inhibition, % at 10 µM; 1.9% of 65,000 active; in the data active = inhibition above about 50%
* = called active by the depositor; i = inactive; ? = inconclusive; nt = not tested or not shown.

molecule	RmlCD inh mix	HIV RNase H inh
CCOC(=O)N1CCN(C(=O)c2cc(C)c3c(C)nn(-c4ccccc4)c3n2)CC1	-7.2	-6.9
O=C(CCS(=O)(=O)c1ccc(Br)s1)NCc1ccc2c(c1)OCO2	-10.2	-3.9
Cc1cc(C)n(C(=O)CCN2C(=O)c3ccccc3C2=O)n1	-7.9	-15.9
COC(=O)c1cc(Br)c(=O)n(CCN2CCOCC2)c1	-10.6	-8.0
Cc1ccc2nc(SCC(=O)NC(=O)NCc3ccco3)[nH]c2c1	-12.9	-1.5
COc1cc(NC(=O)c2ccc(COc3ccccc3Br)o2)cc(OC)c1OC	-6.6	-19.1
COc1ccc(NC(=O)C(C)N2c3cccc4cccc(c34)S2(=O)=O)cc1 (centres undefined)	i	nt
COC(=O)C1=C(c2cc3ccccc3s2)C[C@@H]2CC[C@H]1N2C(=O)NCc1ccccc1	-1.5	nt
O=c1[nH]c2ccccc2s1	-0.9	nt
CCOC(=O)c1ccc2nc(NC(=O)c3ccco3)sc2c1	nt	5.2
O=C(NC12CC3CC(CC(C3)C1)C2)c1ccc(-c2ccccc2Cl)o1	8.6	nt
CCOc1ccc(CCNC(=O)c2cc3sccc3n2CC)cc1OCC	6.5	nt
CCn1cc(C(=O)N2CCCc3ccccc32)c2cc(OC)c(OC)cc2c1=O	nt	-16.4
CC(=O)N1[C@H](C)C=C[C@]1(Cc1ccccc1)C(=O)NCCN1CCOCC1	4.4	nt
CCCCC(=O)NC1(C(F)(F)F)C(=O)N(CC(C)C)C2=C1C(=O)CC(C)(C)C2 (centres undefined)	-10.1	nt
Fc1ccc2nc(-c3ccccc3)nc(SCc3nnc(-c4ccccc4)o3)c2c1	-0.1	-1.6
Cc1nnc(SC(C)C(=O)Nc2ccc(S(=O)(=O)NC3CCCCC3)cc2)s1 (centres undefined)	6.7	nt
Cc1nc(-c2ccc(C(=O)N3CCOCC3)cc2)cs1	-6.7	-23.7
CCN(CC)CC(=O)N(CC(=O)Nc1c(C)cc(C)cc1C)C1CCCCC1	-1.4	14.1
Cc1cccc(C)c1NC(=O)CSCc1cccc(CSCC(=O)Nc2c(C)cccc2C)n1	-19.0	nt

Whole records from above:
Cc1cccc(C)c1NC(=O)CSCc1cccc(CSCC(=O)Nc2c(C)cccc2C)n1 is listed as RmlCD inh mix = -19.0; HIV RNase H inh = nt
Cc1nnc(SC(C)C(=O)Nc2ccc(S(=O)(=O)NC3CCCCC3)cc2)s1 (centres undefined) is listed as RmlCD inh mix = 6.7; HIV RNase H inh = nt

(more compounds)
molecule	RmlCD inh mix	HIV RNase H inh
CCN(Cc1ccccc1)Cc1cc(OC)cc(OC)c1	1.4	-52.3
CCOC(=O)c1c(N)sc2c1CCS(=O)(=O)C2	-2.8	46.0
COc1ccc(-n2cnc3cc(N)ccc32)cc1	-17.9	nt
COc1ccc(CNc2nc3nc(C)cc(C)n3n2)cc1OC	8.7	-6.5
COc1cc2c(cc1OC)C(c1cccc(OC)c1OC)CC(=O)N2 (centres undefined)	2.2	-22.8
C=CCOC(=O)C1=C(C)NC(=O)NC1c1ccc(OC(=O)c2ccco2)c(OC)c1 (centres undefined)	-7.1	-48.4
O=C(CSc1nnc(Cc2cccs2)n1C1CCCCC1)N1CCN(C(=O)c2ccco2)CC1	-9.7	-11.2
CCOc1ccc(NC(=O)N(CCC(C)C)C(C)c2ccco2)cc1 (centres undefined)	nt	-15.2
Cc1nc(CC(=O)N2CCN(c3cccc(C)c3C)CC2)cs1	16.7	0.2
COc1cccc(NC(=O)CSC2=C(C#N)C(c3ccco3)C3=C(CCCC3=O)N2)c1 (centres undefined)	8.2	14.4
N#Cc1cnn2c(-c3ccccc3)ccnc12	17.2	nt
COc1ccc2nc(C)cc(N3CC(C)OC(C)C3)c2c1 (centres undefined)	5.2	-4.4
CCn1nc(C(=O)OCC(=O)c2cc(C)n(Cc3cccs3)c2C)c2ccccc2c1=O	?	5.8
COc1ccccc1NC(=O)C1=C(C)Nc2nnnn2C1c1ccccn1 (centres undefined)	-52.8	nt
C=CCNc1sc(C(=O)c2ccc(C)cc2)c(N)c1C#N	-15.2	nt
O=C(Nc1cccnc1)c1ccco1	10.1	nt
COc1ccc(OC)c2sc(NC(=O)c3ccc(Br)s3)nc12	-8.3	10.7
CCCOc1ccc(-c2nc(OC)c3ccccc3n2)cc1	-10.5	nt
CSc1nnc(-c2ccccc2)n1C	0.4	2.0
O=C(O)c1ccc(Sc2nnc(-c3cccc(Br)c3)o2)c([N+](=O)[O-])c1	-1.6	nt

Part of the list above, with values under each structure:
Order of results: RmlCD inh mix	HIV RNase H inh
- COc1cccc(NC(=O)CSC2=C(C#N)C(c3ccco3)C3=C(CCCC3=O)N2)c1 (centres undefined)
 : 8.2	14.4
- N#Cc1cnn2c(-c3ccccc3)ccnc12
 : 17.2	nt
- COc1ccc2nc(C)cc(N3CC(C)OC(C)C3)c2c1 (centres undefined)
 : 5.2	-4.4

The results go on:
molecule	RmlCD inh mix	HIV RNase H inh
CCOc1ccc(C2Oc3nc(SC)nnc3-c3ccccc3N2C(C)=O)cc1OC (centres undefined)	3.1	-2.8
Cc1ccc(N2C(=O)CC2(C#N)c2ccc(OCc3ccccc3)cc2)cc1 (centres undefined)	10.3	nt
O=C(COC(=O)COc1ccc(Nc2ccccc2)cc1)NCc1ccco1	6.5	35.0
CCOC(=O)c1cnc2ccc(C)cc2c1OCc1cc(F)cc(F)c1	4.1	nt
CCOC(=O)c1cn(-c2ccccc2CO)c2c(F)c(F)c(F)cc2c1=O	-7.6	nt
CC(=O)Nc1nc(-c2ccc(Cl)cc2)nc(C)c1C(C)=O	2.0	-7.4
CCCCC(CCCC)=N/N=C/c1c(O)n(CC)c2cc(C3=NNC(=O)CC3)ccc12	11.9	nt
COc1ccc2c(=O)c3c(=O)n(Cc4ccco4)c(-c4ccco4)nc3oc2c1	24.4	nt
O=S(=O)(c1cccc2nsnc12)N1CCCC1	-3.1	-6.2
Cc1ccnc(NS(=O)(=O)c2ccc(NS(=O)(=O)c3ccccc3)cc2)n1	10.3	nt
NC(=O)c1ccc(-c2ccc(Br)cc2)o1	-1.7	-17.6
CCOC(=O)N1CCN(C(=O)c2ccc(C)c(S(=O)(=O)Nc3cccc(C)c3C)c2)CC1	-1.6	6.1
C=CCOc1c2ccc(C(=O)NCCc3ccc(C)cc3)cc2nn1C	-7.5	nt
N#CC1=C2N=C(N)c3c(sc4c3CCCCC4)N2C2=C(C(=O)CCC2)C1c1ccccc1 (centres undefined)	105.5	nt
C/C(=N\NC(=O)c1c[nH]c2ccccc12)c1ccco1	-0.3	nt
CC1=NN(C(=O)c2ccc(C)cc2)C(O)(C(F)(F)OC(F)(F)F)C1 (centres undefined)	4.2	nt
C=CCN(CC=C)S(=O)(=O)c1ncn[nH]1	-14.2	2.5
NC(=O)CSc1nnc(-c2cccs2)n1-c1ccccc1	-11.5	nt
Cc1cc(NC(=O)COC(=O)C2CCN(S(=O)(=O)c3ccc(Cl)cc3)CC2)no1	-10.2	-6.7
C=CCNC(=O)C1CCN(S(=O)(=O)c2ccccc2)CC1	i	9.2

molecule	RmlCD inh mix	HIV RNase H inh
CCOC(=O)N1CCN(Cc2nc3c(c(=O)n(C)c(=O)n3C)n2Cc2cc(C)ccc2C)CC1	nt	-13.8
CC1CCCCC1NC(=O)C1CCN(S(=O)(=O)N2CCOCC2)CC1 (centres undefined)	-5.2	18.9
Nc1ccc2c(C(F)(F)F)cc(=O)oc2c1	11.8	-13.9
CCCC(C)C1C(C#N)=C(N)Oc2cc(C)oc(=O)c21 (centres undefined)	nt	0.2
CC(=C/c1ccccc1)/C=N/n1c(-c2ccco2)n[nH]c1=S	7.9	nt
O=C(CSc1nc2c(c(=O)[nH]1)CCCC2)Nc1ccc(Cl)cc1F	15.1	-11.6
COCCCNS(=O)(=O)c1ccc2c(c1)CCN2C(C)=O	3.2	-1.8
Cc1ccc(-c2nnc(Nc3ccc4c(c3)nc(C)n4C)c3ccccc23)cc1	-1.2	nt
COc1ccc(CCNC(=O)C2CCCN2C(=O)NC2CCCCC2)cc1OC (centres undefined)	-10.6	3.1
COC(=O)CSc1nnc(CNC(=O)c2cccs2)n1-c1cc(OC)ccc1OC	6.8	-4.3
Cc1nc(-c2ccc(Cl)cc2)sc1C1(C)CC(c2cccc(F)c2)=NO1 (centres undefined)	5.5	nt
Cc1ccccc1OCC(=O)Nc1cccc2nsnc12	-8.9	nt
CCOC(=O)c1c(C)n(C)c2ccc(OC)c(NC(=O)CN3CCN(Cc4ccccc4)CC3)c12	nt	-3.0
COc1ccc(C2=Nn3c(nnc3-c3ccncc3)SC2)cc1	4.5	nt
COC(=O)C1CSC(C(=O)OC)N1C(=O)CN1CC(C)OC(C)C1 (centres undefined)	21.1	nt
Cc1csc(Sc2ccc([N+](=O)[O-])cc2C(=O)OCC(=O)NC(=O)NC(C)(C)C)n1	-14.5	nt
Cc1c(/C(O)=C2/C(=O)C(=O)N(CCN3CCOCC3)C2c2cccnc2)cnn1-c1ccccc1 (centres undefined)	7.0	7.4
Cc1nnc(SCc2ccccc2Cl)n1CC1CCCO1 (centres undefined)	-4.8	-21.9
O=C(c1cccc(F)c1)N1CCN(Cc2c[nH]c3ccccc23)CC1	1.1	-5.2
Cc1ccc2c(c1C)NC(=O)C2(O)CC(=O)c1ccc2c(c1)OCO2 (centres undefined)	7.8	-1.9

molecule	RmlCD inh mix	HIV RNase H inh
O=C(/C=C/Nc1ccc(F)cc1)c1cccs1	18.7	nt
COc1ccc(C(=O)COC(=O)c2ccc(OC)c(OC)c2)cc1OC	-7.5	-0.4
O=C(O)CCN=C1CCCc2ccccc2N1	-21.7	8.6
CC12CCC(C(=O)NCc3ccccc3)(OC1=O)C2(C)C (centres undefined)	3.6	-3.5
CCc1nc(SCC(=O)N2CCc3ccccc32)c2oc3ccccc3c2n1	nt	5.3
C#CCOCCOCCOCCNc1nc(N2CCOCC2)nc(N2CCN(C(=O)[C@H](CCCCN)n3cc([C@@H](N)CC(C)C)nn3)CC2)n1	-10.2	nt
CC1=C(C(=O)N2CCCCC2)C(c2cccs2)C2=C(CCCC2=O)N1 (centres undefined)	14.7	-1.7
O=C(c1ccc2c(c1)ncn2C1CCCCCC1)N1CCC2(CC1)OCCO2	5.8	-5.7
Nc1cccc(Nc2nc(OC(C(F)(F)F)C(F)(F)F)nc(OC(C(F)(F)F)C(F)(F)F)n2)c1	-5.4	nt
Cc1cc(C)cc(NC(=O)OCCN2CCN(Cc3ccccc3)CCC2=O)c1	-8.3	nt
CCCCOC(=O)c1cc(C)nc2ccc(Br)cc12	-10.5	nt
O=C(C1CCN(S(=O)(=O)N2CCC3(CC2)OCCO3)CC1)N1CCN(Cc2ccccc2)CC1	-9.6	-2.0
O=C(Nc1ccccc1C(=O)Nc1ccc2c(c1)OCO2)c1cccs1	-10.3	nt
COc1cc(CN2CCN(c3cc(C)ccc3C)CC2)cc([N+](=O)[O-])c1O	7.9	nt
Cc1cc2cc3c(cc2nc1SCC(=O)OC(C)C)OCCO3	-11.2	nt
CCCCc1ccc(-c2c(C#N)c(N)nc3c2CCCC3)s1	-43.8	nt
Cc1onc(-c2ccccc2)c1C(=O)Nc1ccon1	3.6	nt
CCOC(=O)c1ccc(NC(=O)C2=C(C)Nc3nc(CCCO)nn3C2c2cccc(C)c2)cc1 (centres undefined)	8.1	5.1
CCCn1nnnc1NCc1ccc(N2CCCC2)cc1	2.5	nt
Cn1c(O)c(C=NC2CC3CCC2(C)C3(C)C)c(=O)[nH]c1=O (centres undefined)	6.9	-1.7

Reformatted with values under each structure: part of the list above.
Values run as follows: RmlCD inh mix | HIV RNase H inh
Cc1nc(-c2ccc(Cl)cc2)sc1C1(C)CC(c2cccc(F)c2)=NO1 (centres undefined)
    5.5 | nt
Cc1ccccc1OCC(=O)Nc1cccc2nsnc12
    -8.9 | nt
CCOC(=O)c1c(C)n(C)c2ccc(OC)c(NC(=O)CN3CCN(Cc4ccccc4)CC3)c12
    nt | -3.0

Entries from the list above with a CF3 group (4):
molecule	RmlCD inh mix	HIV RNase H inh
CCCCC(=O)NC1(C(F)(F)F)C(=O)N(CC(C)C)C2=C1C(=O)CC(C)(C)C2 (centres undefined)	-10.1	nt
CC1=NN(C(=O)c2ccc(C)cc2)C(O)(C(F)(F)OC(F)(F)F)C1 (centres undefined)	4.2	nt
Nc1ccc2c(C(F)(F)F)cc(=O)oc2c1	11.8	-13.9
Nc1cccc(Nc2nc(OC(C(F)(F)F)C(F)(F)F)nc(OC(C(F)(F)F)C(F)(F)F)n2)c1	-5.4	nt

An excerpt (hit frequency here may not be typical).
